Screens from PubChem.
AMA1 RON2 block: AMA1-RON2 (P. falciparum) interaction inhibition | AlphaScreen AMA1-biotinylated RON2 peptide binding | Potency, µM (top dose mostly 58.2 µM), inactives show at the highest dose activity change, negative = inhibition, actives largely listed as inhibitors | 0.2% of 360,000 active;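 also: potency is read from the fitted curve at half-maximal effect; 0% = vehicle wells and -100% = peptide control; nearly all actives have a fitted effect of over 45% in size; some results filed as inactive show a strong effect at the top dose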
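AMA1 (3D7) with his tag at 25 nM final met compounds first, then biotinylated RON2 peptide at 25 nM; detection used donor plus acceptor beads, 10 µg/mL apiece, read by AlphaScreen after 30 min at room temperature.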
CHX counter: counter-screen hit for Shiga toxin inhibitors, cycloheximide; cell reporter, cycloheximide protein synthesis inhibition counterscreen; max response, %; 12% of 300,000 active; in the data active = max response mostly above about 13%, no sharp cut-off; inactive = mostly below about 14%; also: read at 38.3 µM for the half of the compounds with a filed dose; 0% is about no effect
AmpC detergent: blocks E. coli AmpC beta-lactamase in detergent assay; AmpC hydrolysis of nitrocefin, absorbance 480 nm, 0.01% Triton; 0.041% of 370,000 active; P00811; Potency, µM (titrated, usually from 114 µM), for the others: at the top dose activity change, negative = inhibition, most hits filed as inhibitors;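 also: potency is read from the fitted curve at half-maximal effect; 0% = no-compound wells and -100% = no-enzyme wells; nearly all actives have a fitted effect of over 25% in size; some results filed as inactive show a strong effect at the top dose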
Target sequence (P00811 whole entry, looked up): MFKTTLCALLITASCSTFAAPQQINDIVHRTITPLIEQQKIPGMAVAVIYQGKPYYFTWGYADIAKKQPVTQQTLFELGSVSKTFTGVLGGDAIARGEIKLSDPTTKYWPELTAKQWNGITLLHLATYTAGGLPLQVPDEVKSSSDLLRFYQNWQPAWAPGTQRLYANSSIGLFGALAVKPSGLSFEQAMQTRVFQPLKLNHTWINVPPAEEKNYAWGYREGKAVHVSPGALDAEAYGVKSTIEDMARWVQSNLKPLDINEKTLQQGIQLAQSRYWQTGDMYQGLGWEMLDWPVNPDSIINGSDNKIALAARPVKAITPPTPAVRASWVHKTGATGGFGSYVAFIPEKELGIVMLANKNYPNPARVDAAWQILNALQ
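AmpC (5.3 nM in the dispensed reagent) in 20 mM phosphate pH 7.0 with 0.01% (detergent screen) or 0.0001% Triton X-100 was preincubated with compounds for 15 min at room temperature. Nitrocefin was then added from an 800 uM solution, and hydrolysis was followed at 480 nm.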
AmpC no deterg: blocks E. coli AmpC beta-lactamase in detergent-free assay | 0.52% of 330,000 active | Potency, µM (highest dose often 57.1 µM), inactives show top-dose activity change, negative = inhibition, most hits filed as inhibitors | P00811 | AmpC nitrocefin hydrolysis, absorbance 480 nm, 0.0001% Triton | AID 485341;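 also: potency is read from the fitted curve at half-maximal effect; plate controls were no compound for no effect and no enzyme for full effect; nearly all actives have a fitted effect of over 20% in size; some results filed as inactive show a strong effect at the top dose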
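AmpC (5.3 nM in the dispensed reagent) in 20 mM phosphate pH 7.0 with 0.01% (detergent screen) or 0.0001% Triton X-100 was preincubated with compounds for 15 min at room temperature. Nitrocefin was then added from an 800 uM solution, and hydrolysis was followed at 480 nm.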
Giardia FBPA inh: blocks Giardia fructose-bisphosphate aldolase activity; 0.71% of 290,000 active; Potency, µM (doses to about 59.6 µM), for the others: at the top dose activity, negative = inhibition, usual class: inhibitors; A8B2U2; purified Giardia FBPA; AID 2451; also: potency is read from the fitted curve at half-maximal effect; % is scaled to controls: 0 for no effect and ±100 for the full control effect; nearly all actives have a fitted effect of over 55% in size
Target sequence (A8B2U2 whole entry, looked up): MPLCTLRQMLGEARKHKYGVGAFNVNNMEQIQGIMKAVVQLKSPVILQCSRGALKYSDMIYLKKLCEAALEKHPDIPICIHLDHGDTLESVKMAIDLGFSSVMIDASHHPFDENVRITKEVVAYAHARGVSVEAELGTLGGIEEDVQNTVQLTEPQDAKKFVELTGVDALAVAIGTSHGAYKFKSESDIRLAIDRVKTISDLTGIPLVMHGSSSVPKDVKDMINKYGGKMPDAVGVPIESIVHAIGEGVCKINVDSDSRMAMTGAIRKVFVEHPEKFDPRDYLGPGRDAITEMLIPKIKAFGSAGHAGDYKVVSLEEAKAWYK
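Giardia FBPA (40 nM reagent) was preincubated 10 min at RT with compound (up to 57.5 uM final), then substrate plus GAPDH/TPI/NAD/arsenate coupling system with diaphorase/resazurin was added; resorufin fluorescence (525/598 nm) was read after 20 min.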
HCMV inh: blocks human cytomegalovirus replication; HFF cells, HCMV-luciferase reporter, 72 h; active compounds read low; activity change, negative = inhibition, % at 57.5 µM; 4.5% of 410,000 active; AID 1259415; in the data active = activity change below about -60%; inconclusive = no clear call, values can overlap the other calls; inactive = above about -39%; also: % is scaled to controls: 0 for no effect and ±100 for the full control effect
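Two-dose cell screen: HFF monolayers treated with compounds and infected with luciferase-expressing HCMV at 1 PFU/cell, 72 h at 37C, then lysed for luciferase measurement.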
Shiga toxin inh: inhibitors of Shiga toxin in Vero cells; 9.2% of 290,000 active; inhibition, % at 38.7 µM; AID 2315; Vero cells, Shiga toxin protein synthesis inhibition reporter; in the data active = inhibition mostly above about 28%, no sharp cut-off; inactive = mostly below about 43%; also: 0% is about no effect
Starred values were filed as active, the others as inactive; u = inconclusive; x = not tested or not shown; & = joins results of further samples; [ ] = another dose, or the depositor's remark. Unless noted, calls follow the shape of the dose curve; as a rule, active = well fitted curve in the direction sought with a large enough effect; inconclusive = small, poorly fitted or top-dose-only effect, or another doubt; inactive = no such curve, though single readings can be large; an effect the other way counts as inactive or inconclusive.

| molecule | AMA1 RON2 block | CHX counter | AmpC detergent | AmpC no deterg | Giardia FBPA inh | HCMV inh | Shiga toxin inh |
| --- | --- | --- | --- | --- | --- | --- | --- |
| O=C(NNC(=O)c1cc(Br)c(Br)s1)c1csc(N2CCOCC2)n1 | 79%[activator] | x | u | -18% | x | -24 | x |
| COc1cccc(C(=O)C2CN(C)CC2c2ccc(Cl)cc2)c1 (stereo unspecified) | -5% | -5 | 5% | 29% | 3% | -32 | -6 |
| Cc1nn(-c2ncc(C(F)(F)F)cc2Cl)c(=O)n1-c1ccccc1F | -2% | 11 | -9% | -15% | -5% | -24 | 11 |
| CC(=O)Nc1nc(C)cs1 | -4% | 11 | u | -10% | 3% | 2 | -1 |
| CCOC(=O)C1CCCN(C(=O)c2ccc3oc(Cc4ccccc4)nc3c2)C1 (stereo unspecified) | 6% | 48* | u | 100%[activator] | x | 79 | 76* |
| O=S(=O)(Nc1cccc2cccnc12)c1ccccc1O | x | 5 | x | x | 20µM* | x | 11 |
| O=C(Nc1cc(S(=O)(=O)N2CCOCC2)ccc1N1CCOCC1)c1cccs1 | -6%[11.6 µM] | x | 9% | -2% | x | 3 | x |
| COc1ccc(O)c(/C=N/c2sc(C)c(C)c2C#N)c1 | -6% | 0 | -15% | -18% | -4% | 137 | 9 |
| COc1ccc2c(c1)OC[C@H]1[C@H]2N2C(=O)[C@H](C)NC(=O)[C@@]2(C)[C@H]1c1ccccc1 | -4% | x | -5% | -6% | x | -91* | x |
| O=[N+]([O-])c1ccc(OCc2n[nH]c(=S)n2-c2ccccc2)cc1 | 71%[activator] | -4 | 0% | -24% | 26% | -13 | -12 |
| CCn1c(SCC(=O)N2CCN(c3ccccc3F)CC2)nnc1-c1ccoc1C | -3% | 5 | 1% | 2% | -15% | -27 | -10 |
| Cc1ccc2nc(N3C(=O)C(O)=C(C(=O)c4ccc(C)o4)C3c3cccc(O)c3)sc2c1 (stereo unspecified) | 24% | 31* | -1% | -44% | 4% | 33 | 63* |
| CCOC(=O)c1cnc(-c2ccccc2)nc1Oc1ccc(OC)cc1 | 17% | 8 | -9% | -6%[2.29 µM] | u | u | -9 |
| Cc1cccc(-c2cc3nc(C)cc(NCCCn4ccnc4)n3n2)c1 | u | 19 | 3% | 71%[activator] | -1% | 108 | -13 |
| O=C(Cc1cccc(C(F)(F)F)c1)NCc1cccnc1 | -8% | -1 | 3% | -7% | x | 21 | -8 |
| O=C(O)c1cccc(C(=O)O)n1 | x | -2 | u | -14% | 28µM* | x | -17 |
| COc1ccccc1NC(=O)CSc1nnc(CCNC(=O)c2ccc(C)cc2)n1C | 9% | 15* | 5% | 12% | -2% | 38 | 7 |
| COc1ccc(Nc2nnc(SCC(=O)NC3CCS(=O)(=O)C3)s2)cc1 (stereo unspecified) | -19% | x | 2% | -8% | x | 4 | x |
| CCc1nnc(NC(=O)CSc2nnc(-c3ccco3)n2CC)s1 | 26% | -2 | -15% | -13% | -6% | 23 | -4 |
| CCN(CC)C(=O)c1sc(NC(=O)c2c(OC)cccc2OC)c(C#N)c1C | 0% | -3 | -10% | -4% | 4% | -17 | 23 |
| Nc1nc(=S)[nH]c2c1C1(CCCCC1)Cc1ccccc1-2 | -8% | 1 | u | -35% | 9% | 37 | 4 |
| CC(C)C(=O)N1C2CCC1CC(O)(c1ccc(F)cc1)C2 (stereo unspecified) | -3% | -4 | 0% | -10% | 6% | -9 | -5 |
| O=C(COC(=O)c1ccc(S(=O)(=O)N2CCOCC2)cc1)NCc1ccccc1 | -2% | x | x | -11% | x | 8 | x |
| C=C(C)CNC(=S)N/N=C1\CCCCc2ccccc21 | 10% | 4 | -11% | -15% | 11% | -61* | -4 |
| CC1(C)Cc2nc(NCCN3CCOCC3)c(C#N)cc2CO1 | 12% | 0 | u | -3% | 1% | 62 | -3 |
| COc1cccc(CNC(=O)c2cccnc2Sc2ccc(C)cc2C)c1 | 28% | 1 | 0% | 50% | x | -7 | -27 |
| O=C(CSc1nnc(-c2ccco2)n1Cc1ccco1)N1CCOCC1 | -1% | -3 | u | -13% | -3% | -9 | -8 |
| CC(=O)c1ccc(NC(=O)c2sc3nc(N4CCOCC4)c4c(c3c2N)CCCC4)cc1 | 0% | 21* | -2% | -5% | x | -29 | 65* |
| COc1cccc(-n2cnc3scc(-c4cccs4)c3c2=O)c1 | 3% | -1 | -5% | -6% | -5% | -26 | -11 |
| COc1cc(C(=O)CCN2CCC(c3ccccc3)C2)cc(OC)c1OC (stereo unspecified) | -9% | 2 | -19% | -26% | -1% | -16 | -11 |
| CCCS(=O)(=O)N1CCC(C(=O)NC2CCCCC2C)CC1 (stereo unspecified) | 1% | 9 | 4% | 1% | 2% | 9 | 28 |
| CC(C)Cc1nnc(NC(=O)CSc2nc(N)cc(=O)[nH]2)s1 | 2% | -1 | u | -29% | -18% | 9 | 40 |
| CNS(=O)(=O)c1ccc2nc(NC(=O)/C=C/c3ccco3)sc2c1 | -5% | 13 | 6% | -20% | -8% | -20 | 26 |
| COc1ccc(NC(=O)CCCn2c(=O)c3sccc3n(Cc3ccc(C)cc3)c2=O)cc1 | -1% | 0 | -12% | -33% | 8% | -23 | -1 |
| Cc1cc(-c2n[nH]c(=S)n2CC(C)C)cs1 | 58%[activator] | -7 | -16% | -28% | 4% | u | -8 |
| CN(C)S(=O)(=O)c1cc(NC(=O)CSc2cccc[n+]2[O-])ccc1Cl | 5% | x | 7% | -36% | x | 1 | x |
| O=C(Nc1ccc2[nH]c(=S)sc2c1)Nc1ccccc1F | 82%[activator] | 70* | -10% | u | 1% | 5 | 70* |
| CCc1ccnc(NS(=O)(=O)c2ccc3c(c2)OCCO3)c1 | -5% | -3 | -1% | 64%[activator] | -14% | 23 | -17 |
| CCc1noc(C)c1C(=O)N1CCC(CCC(=O)Nc2cccc(C)c2)CC1 | 5% | 5 | -6% | 77%[activator] | x | 19 | 5 |
| COc1cccc(C(=O)NNC(=O)CCN2CCN(c3ccccc3)CC2)c1 | 58%[activator] | x | x | -5% | x | 12 | x |

One compound at a time, from the list above:
`COc1cccc(C(=O)NNC(=O)CCN2CCN(c3ccccc3)CC2)c1` in the list: AMA1 RON2 block = 58%[activator]; CHX counter = x; AmpC detergent = x; AmpC no deterg = -5%; Giardia FBPA inh = x; HCMV inh = 12; Shiga toxin inh = x
`C=C(C)CNC(=S)N/N=C1\CCCCc2ccccc21` in the list: AMA1 RON2 block = 10%; CHX counter = 4; AmpC detergent = -11%; AmpC no deterg = -15%; Giardia FBPA inh = 11%; HCMV inh = -61*; Shiga toxin inh = -4

Later entries:
| molecule | AMA1 RON2 block | CHX counter | AmpC detergent | AmpC no deterg | Giardia FBPA inh | HCMV inh | Shiga toxin inh |
| --- | --- | --- | --- | --- | --- | --- | --- |
| CCNc1nc(Oc2c(Cl)cccc2Cl)cc(C(F)(F)F)n1 | 26% | -3 | -11% | -20% | -2% | -32 | -20 |
| CCCCCC(=O)NC(=S)NNC(=O)c1ccc([N+](=O)[O-])cc1 | 106%[activator] | 1 | u | -6% | u | 12 | -13 |
| CCOC(=O)C1=C(C)NC(=O)NC1c1ccsc1 (stereo unspecified) | -20% | -5 | u | -17% | 3% | 11 | -20 |
| O=C(C(Cl)Cl)N1CCN(Cc2ccccc2)CC1 | 0%[2.32 µM] | -1 | -2% | -8% | 7% | u | 6 |
| CCCC(C)C(=O)Nc1ccc(F)c(Cl)c1 (stereo unspecified) | -9% | 1 | u | -22% | -3% | 18 | 10 |
| CN1CCN(CCC(=O)Nc2cccc(F)c2)CC1 | 17% | 15 | 1% | -12% | -4% | -17 | 12 |
| O=C(Cn1nc(-c2cccs2)ccc1=O)Nc1ccc(Br)cc1 | -10% | -1 | -3% | -16% | -4% | 48 | 12 |
| CC(=O)N1c2ccc(S(=O)(=O)NCC3CCC(C(=O)N4CCCCC4)CC3)cc2CC1C (stereo unspecified) | -9% | -4 | -8% | 88%[activator] | -1% | -3 | 21 |
| CSc1nc2ccc(NC(=O)C3=NN(c4ccccc4)C(=O)CC3)cc2s1 | -18% | 6 | -8% | 17%[11.4 µM] | -27% | 24 | 17 |
| O=C(c1cc2ccccc2o1)N(Cc1nnc(-c2ccccc2Cl)o1)C1CC1 | -11% | x | u | -2% | x | 25 | x |
| O=C1CS/C(=N\N=C\c2ccccc2Cl)N1CC1CC1 | -4% | -1 | 5% | -23% | 2% | 0 | -11 |
| Cc1ccc(CNC(=O)C2CCN(S(=O)(=O)N3CCC(C)CC3)CC2)cc1 | -8% | x | 4% | x | x | -13&-22 | x |
| COc1ccccc1N1CCN(C(=O)CCCn2c(=O)[nH]c3ccsc3c2=O)CC1 | 2% | -2 | u | -5% | 2% | 10 | 2 |
| Cc1c(S(=O)(=O)c2ccccn2)c(N)n(Cc2ccccc2)c1C | -18% | -5 | 10% | 6% | -8% | 11 | -3 |
| CCOC(=O)N1CCC(N(CCOC)C(=O)Nc2ccc(C)c(C)c2)CC1 | 1% | 9 | u | 54% | 4% | -25 | 28 |
| COc1ccc(S(=O)(=O)N(CC(=O)N2CCOCC2)c2cc(Cl)ccc2OC)cc1OC | -10% | -1 | 3% | 68%[activator] | 12% | -6 | -1 |
| COc1ccc(CCNC(=O)c2ccc(CNS(=O)(=O)c3ccc(C(C)(C)C)cc3)cc2)cc1OC | 5% | 1 | -10% | 2% | 1% | 50 | -4 |
| O=C(O)CN1C(=O)/C(=C\c2cc(Br)ccc2OCc2ccc(Cl)cc2Cl)SC1=S | u | 2 | -10% | -41% | -7% | x | 2 |
| CC(NCc1ccc(OCC(N)=O)cc1)C12CC3CC(CC(C3)C1)C2 (stereo unspecified) | 0% | -1 | u | -7% | u | -13 | 9 |
| O=C(C/C=N/OCc1c(Cl)cccc1Cl)c1cnc(-c2ccccc2)s1 | -2% | 2 | -7% | -47% | 1% | u | -15 |
| COc1ccccc1C(=O)NC(=S)Nc1ccc(N2CCN(C(=O)c3ccco3)CC2)cc1 | 0% | 1 | 4% | -8% | x | 13 | -4 |
| O=C(CCC(=O)N1CCOc2ccc(Cl)cc21)NCCCN1CCN(c2ccccc2F)CC1 | -9% | -3 | -3% | 237%[activator] | -4% | -24 | 8 |
| CC(=O)c1ccc(OCc2cccc(C(F)(F)F)c2)cc1O | -9% | 29* | 9% | -3% | -1% | 11 | 43* |
| N[C@@H](Cc1ccccc1)C(=O)N1CCC(C(=O)NCC(=O)Nc2ccc(F)cc2)CC1 | 3% | 11 | 2% | 1% | x | 0 | 10 |
| C/C(Cc1ccccc1)=N\NC(=O)CNC(=O)c1ccc(C(C)(C)C)cc1 | 84%[activator] | 7 | -3% | u | 1% | -1 | 22 |
| Cc1ccccc1C(=O)N1CCC(C(=O)NC2CCCCC2)CC1 | 9% | -1 | u | 4% | -6% | 12 | -2 |
| Nc1nc(-c2ccc3c(c2)CCCC3)cs1 | -29% | 36* | -13% | -30% | -10% | 113 | 93* |
| O=C(NC1CCCCC1)c1cccnc1C(=O)O | -3% | 4 | -9% | -13% | 5.6µM* | 48 | 7 |
| O=S(=O)(Nc1cccc(-c2ccc3nncn3n2)c1)c1cccc(F)c1 | -6% | x | u | -34% | x | -10 | x |
